# APP 5'UTR act: activates APP 5'UTR luciferase reporter. activation, % at 2 µM. 190,000 compounds, 1% hits. SH-SY5Y APP 5'UTR luciferase reporter, luminescence; zero percent = DMSO vehicle wells. AID 1276;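 active = activation above a set limit, based on mean plus 3 SD of controls, cut at about 140% in these data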; note: values of inactives mirror those of a sister screen read the other way
# APP 5UTR inh: APP translation inhibition; SH-SY5Y APP 5'UTR-luciferase reporter, luminescence; inhibition, % at 2 µM; 190,000 compounds, 0.82% hits; AID 1285;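 active = inhibition above a set limit, derived from the sample mean plus 3 SD, cut at about 45% in these data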; note: values of inactives mirror those of a sister screen read the other way
# STAT3 blocker: inhibitors of IL-6 induced STAT3 signaling; U3A cells, IL-6 STAT3-luciferase reporter, luminescence; host cell line lacks STAT1; inhibition, % at 5.5 µM; 190,000 compounds, 0.89% hits; AID 862;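 active = inhibition above the mean inhibition across all screened compounds plus 3 SD, cut at about 44% in these data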;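 note: 0% = DMSO only wells and 100% = 100 µM nifuroxazide control wells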
# STAT1 activator: activators of IFN-gamma induced STAT1 signaling; NIH 3T3 STAT1-luciferase reporter, luminescence; 100% = IFN-gamma alone, no compound; activation (% of control), % at 5.5 µM; 200,000 compounds, 2.6% hits;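 active = activation above the screen-wide mean activation plus 3 SD, cut at about 130% in these data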;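 note: raw ratio to IFN-gamma control signal so 100% means no change and 0% no light; values of inactives mirror those of a sister screen read the other way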
# FLuc inhib CS: Photinus pyralis luciferase inhibition counter-screen. ATPLite firefly luciferase biochemical luminescence, 10 min. inhibition, % at 10 µM. 200,000 compounds, 1.5% hits;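 active = inhibition above about 50% when tested at 10 µM, limit read from the data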
# Target sequence (P08659 whole entry, looked up): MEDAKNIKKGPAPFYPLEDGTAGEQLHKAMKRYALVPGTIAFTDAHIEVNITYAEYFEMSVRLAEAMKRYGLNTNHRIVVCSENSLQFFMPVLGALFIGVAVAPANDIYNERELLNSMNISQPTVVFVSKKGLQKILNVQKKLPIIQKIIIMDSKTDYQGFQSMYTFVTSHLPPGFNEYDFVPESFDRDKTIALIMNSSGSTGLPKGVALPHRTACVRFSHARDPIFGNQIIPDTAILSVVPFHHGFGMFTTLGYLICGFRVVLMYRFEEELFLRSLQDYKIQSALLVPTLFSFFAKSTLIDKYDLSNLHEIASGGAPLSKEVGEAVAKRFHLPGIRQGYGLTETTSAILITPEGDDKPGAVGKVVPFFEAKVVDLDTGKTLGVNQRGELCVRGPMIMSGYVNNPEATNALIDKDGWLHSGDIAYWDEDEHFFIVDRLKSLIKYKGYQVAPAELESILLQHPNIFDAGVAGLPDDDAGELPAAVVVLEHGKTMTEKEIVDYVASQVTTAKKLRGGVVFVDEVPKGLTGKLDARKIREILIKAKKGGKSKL
# RAM inhibit: blocks the yeast RAM network; AID 868; 190,000 compounds, 1.8% hits; S. cerevisiae dse1pr::URA3 reporter, 5-FOA growth OD615, 2 d; analog-sensitive cbk1-as2 kinase mutant strain; inhibition, % at 50 µM;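 active = inhibition above a set limit, 3 SD over mean compound inhibition, cut at about 8.4% in these data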;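 note: 0% = DMSO-only wells with no growth and 100% = 10 µM 1-NA-PP1 full growth; inhibition rescues growth on 5-FOA so higher OD means more RAM inhibition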
# Hsp70 activator: transcriptional activators of Hsp70; 200,000 compounds, 0.04% hits; activation, % at 10 µM; HeLa Hsp70 promoter luciferase reporter, luminescence; scaled: vehicle 0, proteasome-inhibitor control 100%;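 active = activation above the mean across all tested compounds plus 3 SD, cutoff set per campaign, cut at about 5.5% in these data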;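 note: 100% = MG132 at 30 µM as the positive control and 0% = DMSO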
# STAT3 act: increases IL-6 driven STAT3 reporter signal | U3A cells, IL-6 STAT3-luciferase reporter, luminescence; 100% = signal with IL-6 EC80 alone | activation (% of control), % at 5.6 µM | 190,000 compounds, 0.91% hits;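 active = activation above the screen-wide mean of compound activation plus 3 SD, cut at about 130% in these data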;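 note: 0% = background luminescence of wells with medium and substrate only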
#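 Material: STAT1-lacking human U3A cells, STAT3 luciferase reporter | Benchmarks: IL-6-only wells as 100% reference | Probe or stimulus: IL-6 (33 ng/mL) | Timing: Compound 1 h, then IL-6 6 h at 37 °C | Detection: Luminescence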
# STAT1 blocker: inhibitors of IFN-gamma induced STAT1 signaling; NIH 3T3 STAT1-luciferase reporter, luminescence; inhibition, % at 5.5 µM; 200,000 compounds, 0.35% hits;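 active = inhibition above a set limit, the mean inhibition across all tested compounds plus 3 SD, cut at about 34% in these data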;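 note: 0% = IFN-gamma with DMSO and 100% = IFN-gamma with 300 µM nifuroxazide; values of inactives mirror those of a sister screen read the other way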
# NF-kB expr up: NF-kB expression increase, human neuronal cells; NF-kB reporter expression; stronger effect = higher value; fold change at 12.5 µM; 190,000 compounds, 1.6% hits; AID 1239; in the data active = fold change above about 3.3
# Numbers without * were called inactive; x = not tested or not shown.
SMILES,APP 5'UTR act,APP 5UTR inh,STAT3 blocker,STAT1 activator,FLuc inhib CS,RAM inhibit,Hsp70 activator,STAT3 act,STAT1 blocker,NF-kB expr up
CCOC(=O)/C(=C\Nc1ccccc1C(F)(F)F)Sc1ncc(C(F)(F)F)cc1Cl,x,x,5,102,-6,10.0*,-0.4,102,-3,0.94
O=C(c1ccc(OC2CCN(C(=O)c3cccnc3)CC2)cc1)N1CCCCCC1,-1,1,13,89,-4,2.4,-0.2,93,11,0.93
COCC1CCCCN1Cc1cn[nH]c1-c1ccc(OC)cc1OC (stereo not drawn),10,-10,5,100,-8,-0.6,-0.3,99,-2,1.1
CC1(C)Cc2ccccc2-c2c1c(=O)n(Cc1ccccc1)c1nnnn21,4,-4,3,104,-5,2.1,-0.1,101,-4,1.1
Oc1ccccc1/C=N/Nc1ccnc(SCc2ccccc2)n1,-56,56*,1,102,3,4.2,-0.2,97,0,1.2
CCOc1ccc(NS(=O)(=O)CC23CCC(CC2=O)C3(C)C)cc1 (stereo not drawn),9,-9,6,101,0,0.3,-0.2,95,-1,1.4
Cc1c(-c2ccccc2)oc2c(C(=O)OCC(=O)Nc3ccc(F)cc3)cccc2c1=O,1,-1,-7,99,-4,6.2,-0.2,101,1,0.81
Cc1cc(=O)oc2cc(Oc3ncccc3[N+](=O)[O-])ccc12,3,-3,2,99,-4,2.4,-0.1,103,-1,1.1
CCCS(=O)(=O)N1CCC(C(=O)NCCC(C)C)CC1,8,-8,0,99,-2,0.0,0.0,104,-2,0.97
O=C(Cc1ccccc1)N/N=C/c1ccc2cccc(O)c2n1,12,-12,19,110,9,1.0,-0.1,90,-13,1.5
c1ccc(CCn2c(SCc3ccccc3)nnc2-c2ccncc2)cc1,-1,1,2,94,0,-1.2,-0.1,101,8,1.1
CCOC(=O)C1C(=O)C=C(c2cccc(NS(C)(=O)=O)c2)CC1c1ccco1 (stereo not drawn),-9,8,1,99,2,2.7,-0.2,102,1,0.92
Cn1cc(CNCc2cnc3ccccn23)c(-c2ccc(Oc3ccccc3)cc2)n1,-11,11,-1,89,-6,1.9,0.1,106,11,0.73
O=C(CCN1C(=O)c2ccccc2C1=O)Nc1ccc(F)cc1F,3,-3,16,102,-8,3.9,0.5,90,-1,1
C=CCn1c(SCC(=O)c2ccc(Br)cc2)nnc1C(C)NC(=O)Cc1ccc(OC)cc1 (stereo not drawn),1,-1,3,98,-4,4.9,-0.1,99,3,1.1
Cc1ccc2nc(N/N=C/c3ccccc3C#N)nc(-c3ccccc3)c2c1,9,-9,14,95,-4,2.5,-0.1,92,6,0.54
CCCC(CCC)C(=O)NNc1cc(=O)c2c(=O)n(C)c(=O)n(C)c2[nH]1,22,-22,8,97,-8,1.7,0.4,99,4,1.1
Cc1[nH]c2ccc(-c3n[nH]c(=S)n3-c3ccccc3)cc2c1C,15,-15,14,105,-4,3.9,-0.1,90,-5,1.2
CCOc1cc(C2NC(=O)NC(C)=C2C(C)=O)cc(Cl)c1OCC(=O)O (stereo not drawn),5,-5,-4,104,-1,1.0,-0.2,103,-5,1.1
COc1ccc(C2CC(c3cccs3)=NN2C(=O)CN2CCCCC2)cc1 (stereo not drawn),5,-5,4,109,-6,-0.8,0.2,103,-11,1.4

# For convenience, part of the list above:
SMILES,APP 5'UTR act,APP 5UTR inh,STAT3 blocker,STAT1 activator,FLuc inhib CS,RAM inhibit,Hsp70 activator,STAT3 act,STAT1 blocker,NF-kB expr up
Cc1[nH]c2ccc(-c3n[nH]c(=S)n3-c3ccccc3)cc2c1C,15,-15,14,105,-4,3.9,-0.1,90,-5,1.2
CCOc1cc(C2NC(=O)NC(C)=C2C(C)=O)cc(Cl)c1OCC(=O)O (stereo not drawn),5,-5,-4,104,-1,1.0,-0.2,103,-5,1.1
COc1ccc(C2CC(c3cccs3)=NN2C(=O)CN2CCCCC2)cc1 (stereo not drawn),5,-5,4,109,-6,-0.8,0.2,103,-11,1.4

# An excerpt of these results, with two lines to a compound:
# Order of values: APP 5'UTR act	APP 5UTR inh	STAT3 blocker	STAT1 activator	FLuc inhib CS	RAM inhibit	Hsp70 activator	STAT3 act	STAT1 blocker	NF-kB expr up
- Cc1cc(=O)oc2cc(Oc3ncccc3[N+](=O)[O-])ccc12
→ 3	-3	2	99	-4	2.4	-0.1	103	-1	1.1
- CCCS(=O)(=O)N1CCC(C(=O)NCCC(C)C)CC1
→ 8	-8	0	99	-2	0.0	0.0	104	-2	0.97
- O=C(Cc1ccccc1)N/N=C/c1ccc2cccc(O)c2n1
→ 12	-12	19	110	9	1.0	-0.1	90	-13	1.5
- c1ccc(CCn2c(SCc3ccccc3)nnc2-c2ccncc2)cc1
→ -1	1	2	94	0	-1.2	-0.1	101	8	1.1
- CCOC(=O)C1C(=O)C=C(c2cccc(NS(C)(=O)=O)c2)CC1c1ccco1 (stereo not drawn)
→ -9	8	1	99	2	2.7	-0.2	102	1	0.92
- Cn1cc(CNCc2cnc3ccccn23)c(-c2ccc(Oc3ccccc3)cc2)n1
→ -11	11	-1	89	-6	1.9	0.1	106	11	0.73

# Later entries:
SMILES,APP 5'UTR act,APP 5UTR inh,STAT3 blocker,STAT1 activator,FLuc inhib CS,RAM inhibit,Hsp70 activator,STAT3 act,STAT1 blocker,NF-kB expr up
CCN(C(=O)CN1CCN(c2ccc(OC)cc2)CC1)c1c(N)n(Cc2ccccc2)c(=O)[nH]c1=O,0,0,6,102,-7,2.1,0.1,98,-2,1.1
Cc1c(C(=O)c2no[n+]([O-])c2C(=O)c2cnn(C)c2C)cnn1C,x,x,5,86,-5,0.7,-0.4,101,15,0.86
COc1ccccc1OCCCn1c(=O)oc2ccccc21,2,-2,6,104,3,0.3,-0.6,96,-4,1.5
CCc1ccc2nc(NC(=O)Cn3cnc4ccccc4c3=O)sc2c1,15,-15,-2,113,7,1.7,-0.1,104,-13,1.7
Cc1ccc(-n2c(SCC(=O)Nc3cccc(C)c3)nc3c(oc4ccccc43)c2=O)cc1,6,-6,8,95,1,3.6,0.1,95,5,0.93
CCOc1cccc(OCCOCCNC(C)(C)C)c1,2,-2,7,99,-5,1.2,0.0,94,2,1.1
CCN(CC)S(=O)(=O)c1cccc(-c2nnc(C(=O)c3ccc(C(F)(F)F)cc3)o2)c1,6,-6,1,102,-5,1.3,-0.3,105,-3,0.89
O=C(O)c1cc(NC(=S)NC(=O)C(c2ccccc2)c2ccccc2)ccc1Cl,-1,1,-6,103,-5,0.4,-0.3,108,-5,1.2
O=C(CSc1nnc2ccccn12)NCCc1ccc(F)cc1,-14,14,0,100,-1,1.2,-0.1,103,-1,1
CS(=O)(=O)Nc1ccc(C(=O)N2CCN(c3ccccc3F)CC2)cc1,-10,10,-1,106,-7,1.6,-0.1,101,-3,0.97
O=C(Cn1cnc2ccccc2c1=O)NCc1cccs1,-2,2,-2,108,-7,2.0,-0.2,107,-9,1.1
O=C(NS(=O)(=O)c1ccccc1Cl)c1ccc[nH]1,-2,2,9,95,-5,1.5,-0.2,95,5,1.2
COc1ccc(-c2nnc(SCC(=O)Nc3sc4c(c3C#N)CCC4)n2CC2CCCO2)cc1 (stereo not drawn),18,-18,10,101,-4,-0.2,-0.2,97,-2,0.99
COn1c(C)c(C(C)=O)c2c3no[n+]([O-])c3ccc21,1,-1,18,96,-7,0.2,-0.3,93,5,1.1
CS(=O)(=O)N(CC(=O)NC1CCCC1)Cc1ccc(Cl)cc1,14,-14,10,100,1,0.1,-0.5,96,0,1.2
Cc1cccc(C)c1NC(=O)C1C2C=CC(C2)C1C(=O)NCc1ccccn1 (stereo not drawn),13,-13,-4,104,-5,0.4,-0.2,104,-4,1.3
COc1ccc(Br)cc1CNC(=O)CCN1C(=O)COc2ccccc21,1,-1,8,98,-9,6.5,-0.2,98,1,1.7
CC(NC(=O)COC(=O)c1ccccc1Nc1ccccc1)c1ccccc1 (stereo not drawn),6,-6,-5,96,-11,5.7,-0.3,100,5,1
CC(C)NS(=O)(=O)c1ccc(OCC(N)=O)c(Cl)c1,-1,1,6,98,-6,0.0,-0.1,98,2,1.1
COc1cc(-c2nnc(CSc3nnc(Nc4ccc(Oc5ccccc5)cc4)s3)o2)cc(OC)c1OC,7,-8,-5,101,6,3.5,-0.4,100,-1,0.77
S=C(Nc1ccc(Oc2ccccc2)cc1)NC1CCCC1,7,-7,11,101,-7,3.3,0.2,89,-1,1.6
COc1ccc(C)cc1S(=O)(=O)N(C)CC(=O)NC1CCCCC1,9,-9,2,96,-8,2.1,-0.2,101,5,0.99
COc1ccc(-n2c3c(cc(C#N)c2=O)C(=O)CCC3)cc1,15,-15,9,103,-3,2.1,0.0,102,-4,1.1
S=C1NCCOCCOCCOCCNC(=S)NCCOCCOCCOCCN1,12,-12,-2,100,-5,0.8,-0.2,103,-1,1.2
CCOC(=O)C1(Cc2cccc(Cl)c2)CCCN(C(=O)CCOC)C1 (stereo not drawn),9,-9,0,120,1,0.0,-0.2,104,-24,1.5
